Source: PubChem BioAssay
SENP7 inh – inhibitors of human SENP7 protease; recombinant SENP7, Z-RLRGG-aminoluciferin luminescence, 40 min; 1.5% of 330,000 active; AID 434973; inhibition, % at 5 µM; Q9BQF6;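 active = inhibition above about 50% at the single test dose, limit read from the data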;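 also: plate controls were DMSO with enzyme for no effect and no enzyme buffer wells for full effect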
Target sequence (Q9BQF6 706-1050 limits assumed): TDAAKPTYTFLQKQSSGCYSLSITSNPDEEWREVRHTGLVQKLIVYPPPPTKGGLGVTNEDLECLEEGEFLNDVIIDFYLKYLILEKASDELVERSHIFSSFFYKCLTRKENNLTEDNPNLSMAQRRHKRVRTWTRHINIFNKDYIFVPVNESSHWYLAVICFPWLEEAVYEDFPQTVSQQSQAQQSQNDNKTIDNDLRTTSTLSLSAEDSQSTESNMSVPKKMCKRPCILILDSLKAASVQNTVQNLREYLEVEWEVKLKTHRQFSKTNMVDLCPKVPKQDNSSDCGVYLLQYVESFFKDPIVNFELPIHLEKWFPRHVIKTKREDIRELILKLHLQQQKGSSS
PfG6PD inh – PfG6PD (Plasmodium falciparum) enzyme inhibition; PfGluPho enzyme, NADPH resazurin-diaphorase fluorescence; 0.78% of 350,000 active; AID 504690; inhibition, % at 20 µM;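 active = inhibition reaching at least a set limit at 20 µM in the primary screen, cut at about 59% in these data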;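 also: 0% = DMSO wells with substrate and 100% = DMSO wells lacking glucose-6-phosphate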
SENP6 inh – blocks the human protease SENP6 | Q9GZR1 | Recombinant SENP6 catalytic domain, aminoluciferin luminescence | inhibition, % at 10 µM | 1.8% of 330,000 active | AID 2599;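 active = inhibition above about 50% at the single tested dose, limit read from the data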;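 also: plate controls were DMSO wells with enzyme for no effect and DMSO wells lacking enzyme for full effect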
Target sequence (Q9GZR1 628-1112 limits assumed): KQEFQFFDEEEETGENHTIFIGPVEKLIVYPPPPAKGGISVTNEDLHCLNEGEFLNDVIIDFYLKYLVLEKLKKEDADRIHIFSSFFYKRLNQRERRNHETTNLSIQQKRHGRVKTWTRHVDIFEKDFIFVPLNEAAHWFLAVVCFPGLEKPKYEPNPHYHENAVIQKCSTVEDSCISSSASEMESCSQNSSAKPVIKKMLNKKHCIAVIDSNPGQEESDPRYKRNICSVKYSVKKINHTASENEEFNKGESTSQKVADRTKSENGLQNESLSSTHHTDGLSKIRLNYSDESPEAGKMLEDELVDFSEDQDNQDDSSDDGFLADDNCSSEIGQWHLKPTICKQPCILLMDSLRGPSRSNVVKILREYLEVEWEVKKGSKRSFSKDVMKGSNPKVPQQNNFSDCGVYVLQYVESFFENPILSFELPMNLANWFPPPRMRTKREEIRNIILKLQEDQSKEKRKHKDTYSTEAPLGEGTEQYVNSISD
SENP8 block-1 – SENP8 (human) protease inhibition; recombinant SENP8, Nedd8 substrate fluorescence; inhibition, % at 20 µM; 0.64% of 360,000 active; AID 602440; in the data active = inhibition mostly above about 40%, no sharp cut-off; inactive = mostly below about 27%
HKDC1 inh – blocks human hexokinase HKDC1 activity; Q2TB90; AID 493160; recombinant HKDC1, G6PDH/diaphorase resazurin coupled fluorescence; 0.16% of 340,000 active; inhibition, % at 20 µM;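 active = inhibition above about 35% when tested at 20 µM, limit read from the data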;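 also: plate controls were DMSO wells with enzyme for no effect and DMSO wells lacking enzyme for full effect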
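System: Recombinant HKDC1 hexokinase | Amount: HKDC1 at 5 µg/mL | Reagent: Glucose with 1 mM ATP | Doses: Single 20 µM dose | Incubation: Reaction time 90 min, room temperature, protected from light | Signal: Coupled resazurin fluorescence, excitation 525 nm, emission 613 nm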
NLRP3 yeast inh – NALP3 inhibition in yeast; Yeast reconstituted NLRP3/ASC/caspase-1, beta-gal luminescence, 24 h; inhibition, % at 10 µM; 0.39% of 330,000 active;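 active = inhibition of 50% or more; inactive = inhibition below 50%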;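 also: plate controls were induced DMSO wells for no effect and uninduced yeast grown without galactose for full effect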
SENP8 block-2 – inhibitors of human SENP8 protease; Q96LD8; AID 2540; 1.2% of 330,000 active; purified SENP8, Z-RLRGG-aminoluciferin cleavage, luminescence; inhibition, % at 10 µM; in the data active = inhibition above about 50%
Apaf1 inhib – human Apaf-1 inhibition | O14727 | inhibition, % at 20 µM | reconstituted apoptosome caspase-3 activity, DEVD-Rh110 fluorescence | 0.71% of 330,000 active; active = inhibition of at least 40% at 20 µM;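 also: plate controls were DMSO wells for no effect and DEVD-CHO caspase inhibitor wells for full effect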
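Material: reconstituted apoptosome with Apaf-1, cytochrome c, caspase-9, procaspase-3, dATP; medium: pH 7.5 Hepes buffer with CHAPS, BSA, DTT; also added: cytochrome c and DEVD-Rh110 substrate; timing: 30 min plus 50 min, RT; signal: Rh110 fluorescence intensity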
SENP1 inh – SENP1 (human) catalytic domain inhibition. Q9P0U3. recombinant SENP1 catalytic domain, CyPet-SUMO1-YPet FRET cleavage. inhibition, % at 10 µM. 0.21% of 360,000 active. AID 624204;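 active = inhibition at least 30% at 10 µM, raw YFP signal under a set limit, fluorescence ratio 0.5 to 1.5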;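 also: 0% = enzyme with DMSO and 100% = no enzyme wells; some results filed as inactive read as strong as hits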
Target sequence (Q9P0U3 419-644 limits assumed): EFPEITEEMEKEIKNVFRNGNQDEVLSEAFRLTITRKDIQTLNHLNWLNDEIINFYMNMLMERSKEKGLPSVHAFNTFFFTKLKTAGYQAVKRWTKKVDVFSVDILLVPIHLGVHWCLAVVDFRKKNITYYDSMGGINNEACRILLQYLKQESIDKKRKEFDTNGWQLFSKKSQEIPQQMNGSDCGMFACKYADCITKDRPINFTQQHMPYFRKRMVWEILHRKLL
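material = recombinant human SENP1 catalytic domain, His6-tagged | quantity = 20 pM enzyme | reagent = 25 nM SUMO1 FRET substrate | compound dosing = 10 µM single point, 0.5% DMSO | timing = 50 min enzyme reaction, room temperature, light-protected | detection = FRET, CFP and YFP emission | control set = no-enzyme low, enzyme-DMSO high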
An asterisk follows results filed as active; i = inactive; · = no result given.

SMILES	SENP7 inh	PfG6PD inh	SENP6 inh	SENP8 block-1	HKDC1 inh	NLRP3 yeast inh	SENP8 block-2	Apaf1 inhib	SENP1 inh
Cc1ccccc1-c1cc(C(=O)n2cccn2)c2cc(Cl)ccc2n1	0	-8	-4	-76	-2	14	2	-5	5
COc1cccc(-c2cc(C(=O)NCC3CCCO3)c3cc(Br)cc(C)c3n2)c1 (stereo unspecified)	0	16	10	-136	-1	12	3	11	2
CC[C@H](C)[C@@H]1NC(=O)c2cc([N+](=O)[O-])cc(F)c2OCC[C@@H](C(N)=O)NC(=O)[C@H](CCCCN)NC1=O	8	-2	-21	16	-3	17	-14	11	2
CCCCNC(=O)O[C@H]1C[C@@H]2CCN3C(=O)CCC[C@H]([C@H]1Cc1ccccc1)[C@H]23	-1	0	-9	5	-3	4	-4	3	2
CC(C)(C)OC(=O)N1CCC(CNC(=O)c2cccs2)CC1	-8	-3	-7	13	-2	30	4	-15	3
N#Cc1ccc(S(=O)(=O)N2CCN(C(=O)c3cn(-c4ccccc4)nc3-c3cccnc3)CC2)cc1	·	6	·	3	-5	·	·	·	4
O=S(=O)(c1ccc2nc(N3CCN(c4ccccc4)CC3)ccc2c1)N1CCCCC1	-5	-9	-1	-497	-1	10	4	-1	1
CC(=O)Nc1ccc(Oc2cnc3ccccc3n2)cc1	6	2	8	18	-4	21	2	-8	1
CCN1CCc2c(OCC(=O)Nc3ccc4c(c3)OCCO4)cccc2C1=O	-10	·	-11	·	·	-8	0	2	·
CC(OC(=O)Cc1ccccc1[N+](=O)[O-])C(=O)Nc1ccc(Cl)cn1 (stereo unspecified)	6	-3	-12	8	-2	9	-4	1	3
O=C(/C=C/c1ccc2c(c1)OCO2)NCCCN1CCOCC1	-5	-6	-14	-201	-10	0	-13	0	0
CCCCN(CCCNC(=O)Cn1nc(CC)n2c(cc3sc(C)cc32)c1=O)Cc1ccccc1	-1	-18	-2	2	-8	10	11	12	-1
O/N=C(/c1ccccc1)c1cc2cc(Br)cc(Br)c2o1	-10	-11	-2	21	1	4	-5	18	1
O=C(O)c1ccc(N/N=C/c2c[nH]c3ccccc23)cc1	100*	-2	97*	-279	-1	7	98*	-3	7
O=C(NC(c1ccccc1)C(Cl)(Cl)Cl)c1ccccc1 (stereo unspecified)	-5	4	-8	18	-8	-16	-2	5	2
CC(=O)NC(C)CCc1ccccc1 (stereo unspecified)	4	-15	-8	8	-4	3	6	-2	1
Cc1cc(=O)[nH]c(-n2ncc(C#N)c2N)n1	13	-8	11	5	14	15	4	2	1
O=c1oc(-c2ccccc2NS(=O)(=O)c2ccc3ccccc3c2)nc2ccccc12	-3	-33	1	-66	9	-12	-7	6	0
CCOc1cc(/C=N/NC(=O)c2cccs2)cc([N+](=O)[O-])c1O	-7	10	-9	21	8	-41	-9	13	0
CSCCC(NC(=O)c1ccco1)C(=O)N1CC(C)OC(C)C1 (stereo unspecified)	0	-9	-14	13	1	13	-4	-7	3

Results in HKDC1 inh, for some of the entries so far:
Structure	HKDC1 inh
O=C(O)c1ccc(N/N=C/c2c[nH]c3ccccc23)cc1	-1
O=C(NC(c1ccccc1)C(Cl)(Cl)Cl)c1ccccc1 (stereo unspecified)	-8

Part of the list above, in markdown:
| SMILES | SENP7 inh | PfG6PD inh | SENP6 inh | SENP8 block-1 | HKDC1 inh | NLRP3 yeast inh | SENP8 block-2 | Apaf1 inhib | SENP1 inh |
| --- | --- | --- | --- | --- | --- | --- | --- | --- | --- |
| Cc1ccccc1-c1cc(C(=O)n2cccn2)c2cc(Cl)ccc2n1 | 0 | -8 | -4 | -76 | -2 | 14 | 2 | -5 | 5 |
| COc1cccc(-c2cc(C(=O)NCC3CCCO3)c3cc(Br)cc(C)c3n2)c1 (stereo unspecified) | 0 | 16 | 10 | -136 | -1 | 12 | 3 | 11 | 2 |
| CC[C@H](C)[C@@H]1NC(=O)c2cc([N+](=O)[O-])cc(F)c2OCC[C@@H](C(N)=O)NC(=O)[C@H](CCCCN)NC1=O | 8 | -2 | -21 | 16 | -3 | 17 | -14 | 11 | 2 |
| CCCCNC(=O)O[C@H]1C[C@@H]2CCN3C(=O)CCC[C@H]([C@H]1Cc1ccccc1)[C@H]23 | -1 | 0 | -9 | 5 | -3 | 4 | -4 | 3 | 2 |
| CC(C)(C)OC(=O)N1CCC(CNC(=O)c2cccs2)CC1 | -8 | -3 | -7 | 13 | -2 | 30 | 4 | -15 | 3 |
| N#Cc1ccc(S(=O)(=O)N2CCN(C(=O)c3cn(-c4ccccc4)nc3-c3cccnc3)CC2)cc1 | · | 6 | · | 3 | -5 | · | · | · | 4 |
| O=S(=O)(c1ccc2nc(N3CCN(c4ccccc4)CC3)ccc2c1)N1CCCCC1 | -5 | -9 | -1 | -497 | -1 | 10 | 4 | -1 | 1 |
| CC(=O)Nc1ccc(Oc2cnc3ccccc3n2)cc1 | 6 | 2 | 8 | 18 | -4 | 21 | 2 | -8 | 1 |
| CCN1CCc2c(OCC(=O)Nc3ccc4c(c3)OCCO4)cccc2C1=O | -10 | · | -11 | · | · | -8 | 0 | 2 | · |
| CC(OC(=O)Cc1ccccc1[N+](=O)[O-])C(=O)Nc1ccc(Cl)cn1 (stereo unspecified) | 6 | -3 | -12 | 8 | -2 | 9 | -4 | 1 | 3 |
| O=C(/C=C/c1ccc2c(c1)OCO2)NCCCN1CCOCC1 | -5 | -6 | -14 | -201 | -10 | 0 | -13 | 0 | 0 |
| CCCCN(CCCNC(=O)Cn1nc(CC)n2c(cc3sc(C)cc32)c1=O)Cc1ccccc1 | -1 | -18 | -2 | 2 | -8 | 10 | 11 | 12 | -1 |
| O/N=C(/c1ccccc1)c1cc2cc(Br)cc(Br)c2o1 | -10 | -11 | -2 | 21 | 1 | 4 | -5 | 18 | 1 |
| O=C(O)c1ccc(N/N=C/c2c[nH]c3ccccc23)cc1 | 100* | -2 | 97* | -279 | -1 | 7 | 98* | -3 | 7 |

New compounds follow:
SMILES	SENP7 inh	PfG6PD inh	SENP6 inh	SENP8 block-1	HKDC1 inh	NLRP3 yeast inh	SENP8 block-2	Apaf1 inhib	SENP1 inh
CCC(=O)N=c1sc2ccccc2n1-c1ccccc1	0	-4	-7	-6	0	22	2	4	0
COC(=O)c1cc2c(N)c(C(=O)c3ccc(Cl)cc3)sc2nc1C(OC)OC	-10	6	-17	-68	10	6	-9	23	-35
CCCSc1nnc(-c2ccccc2NC(=O)CC)c(=O)[nH]1	-3	-13	-6	12	-1	-7	0	12	0
O=C(N/N=C/c1ccccc1C(=O)O)C(=O)N1CCCCC1	0	-6	-5	0	-9	17	0	-7	1
COC(=O)c1ccccc1NC(=S)NC(=O)c1ccc2c(c1)OCO2	-6	16	5	-394	6	2	0	6	4
O=C(CCCC(=O)N(CC(=O)NC1CCCCC1)Cc1ccc2c(c1)OCO2)Nc1ccccn1	-8	-2	-28	17	-3	31	-8	15	2
COC(=O)c1cc(S(=O)(=O)N2CCOCC2)ccc1Sc1ccccc1N	-14	16	-8	6	2	2	-3	0	-2
CCOC(=O)c1[nH]c2ccc(OCC)cc2c1NC(=O)CN1CCN(c2ccccc2)CC1	-5	16	2	i	3	21	-2	9	1
CC1Cn2c(nc3sc4c(c3c2=O)CC(C)(C)OC4)N1CCO (stereo unspecified)	-2	13	6	-49	-5	16	-5	1	-3
N#C/C(=C\c1ccc(-c2ccc([N+](=O)[O-])cc2Br)o1)C(=O)N1CCN(c2ccccc2)CC1	4	1	3	8	-1	10	0	12	8
CC(Sc1ccsc1[N+](=O)[O-])C(=O)N1CCN(c2ccccn2)CC1 (stereo unspecified)	-2	13	-8	4	-6	6	-5	-3	4
O=C(Nc1ccc2c(c1)OCO2)c1c(Cl)nc2sccn12	-6	-6	4	24	-8	32	-8	1	3
CN(CC(=O)Nc1ccc(Cl)cc1)CC(=O)Nc1cc(Cl)ccc1C#N	0	1	2	5	2	21	3	7	0
CCCc1cc(=O)oc2cc(C)cc(OC(C)C(=O)NCc3ccncc3)c12 (stereo unspecified)	-4	-4	5	-214	-1	8	11	6	1
O=C(CN1C2CCCC1CC(NC(=O)c1ccccc1)C2)Nc1ccccc1 (stereo unspecified)	8	0	-11	2	-4	22	0	5	1
COC(=O)c1ccc(N=C2S/C(=C\c3cc(C)n(-c4cccnc4)c3C)C(=O)N2C)cc1	7	18	-14	-24	-4	16	1	16	-38
O=C(CCC(=O)OCC(=O)c1ccc(F)cc1)NC1CCCCC1	10	-8	24	8	1	9	3	-4	2
O=C(Nc1ccccc1)C1CCCN(C(=O)c2ccc(Cl)cc2)C1 (stereo unspecified)	9	-8	-5	8	-7	-2	5	-1	1
Cn1c(SCC(=O)Nc2cccc3ccccc23)nc(O)cc1=O	-1	-11	-10	-13	-1	6	3	-2	2
O=C(CN1CCCCC1)Nc1scc2c1c(=O)oc1ccccc12	1	2	-3	-23	-4	16	1	8	-1
C[C@@H](C(=O)NCC1CC1)[C@H]1C[C@]1(C)[C@H](NC(=O)OCc1ccccc1)c1ccccc1	-14	9	-14	13	2	3	-13	23	-1
COc1cccc(CN2CCN(Cc3nc4c(s3)CCCC4)CC2CCO)c1 (stereo unspecified)	-6	0	-13	7	-9	12	-12	6	-2
COc1ccccc1C(=O)Nc1ccc(N2CCN(Cc3ccccc3)CC2)cc1	-2	-4	-15	14	-3	24	-2	18	2
O=S(=O)(c1ccccc1F)N1CCC(c2nc3ccccc3[nH]2)CC1	-6	0	-10	10	0	15	-8	8	1
COc1ccc(/C=C(\NC(=O)c2ccccc2)C(=O)N2CCCCC2)cc1OC	9	6	-8	2	-3	0	-4	-14	-3
C/C(=N\OCC(=O)Nn1c(C)nc2ccccc2c1=O)c1ccccc1	-1	-6	4	10	-8	20	4	0	2
CCc1cccc(CC)c1NC(=O)CNCc1cccs1	-6	-16	-15	10	-5	5	-16	-1	0
O=c1c2c(-c3ccccc3)ccnc2[nH]n1-c1ccccc1	10	5	5	-6	3	30	-4	-26	2
Cc1nc2ccc(NC(=S)N3CCCC3)cc2nc1C	3	-11	0	-384	10	27	-1	-4	-33
O=C(NN=C1CCCC1)c1cccs1	-5	4	-22	24	-10	5	-13	-2	-1
Cc1ccc(C)c(-n2c(SCC(=O)NC(C(=O)O)C(C)C)nnc2-c2cccc(Cl)c2)c1 (stereo unspecified)	-3	26	-13	-2	-2	-4	-7	5	1
O=C(CSc1ccc(F)cc1)NCCSc1ccccc1	-4	9	-8	-9	-8	21	0	5	2
CCOC(=O)N1CCN(S(=O)(=O)c2ccc3[nH]c(=O)oc3c2)CC1	8	-29	20	36	-2	12	1	-8	-2
CCCCOc1ccc(NC(=O)CSCC(=O)OCC)cc1	6	5	-17	11	5	11	2	-4	3
CC(Oc1ccccc1)C(=O)Nc1cccc(NC(=O)c2ccco2)c1 (stereo unspecified)	-9	7	-14	24	-4	-11	-3	2	3
